# Compound activity: PubChem, Sanford-Burnham Center for Chemical Genomics
# HKDC1 inh: HKDC1 hexokinase inhibitors, primary screen, biochemical, fluorescence, uHTS | Q2TB90 | recombinant HKDC1, G6PDH/diaphorase resazurin coupled fluorescence | inhibition, % at 20 µM | hit rate 0.16% among 340,000;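 active = inhibition above about 35% when tested at 20 µM, limit read from the data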;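 note: plate controls were DMSO wells with enzyme for no effect and DMSO wells lacking enzyme for full effect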
#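 Assay system – recombinant HKDC1 (HK5) hexokinase enzyme, produced in-house · Input – HKDC1 at 5 µg/mL · Reagent – glucose plus 1 mM ATP as hexokinase substrates · Timing – 90 min reaction incubation at room temperature, dark · Measured by – G6PDH/diaphorase-coupled fluorescence, 1 mM NADP, 100 µM resazurin, 525/613 nm · Benchmarks – DMSO-enzyme wells negative, buffer-substituted wells positive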
# UBC13 inh: UBC13 polyubiquitin chain formation inhibitors, primary screen, biochemical, TR-FRET, uHTS; hit rate 0.47% among 330,000; Ubiquitin-conjugating enzyme E2 N (Homo sapiens), P61088; inhibition, % at 20 µM; AID 485273, 2010; in the data active = inhibition above about 45%, passing the limit was not always enough; inconclusive = no clear call, values can overlap the other calls
# SENP7 inh: SENP7 protease inhibitors, primary screen, biochemical, luminescence, uHTS. AID 434973, 2010. Sentrin-specific protease 7 (Homo sapiens), Q9BQF6. recombinant SENP7, Z-RLRGG-aminoluciferin luminescence, 40 min. hit rate 1.5% among 330,000. inhibition, % at 5 µM;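 active = inhibition above about 50% at the single test dose, limit read from the data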;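 note: plate controls were DMSO with enzyme for no effect and no enzyme buffer wells for full effect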
# MIN6 prolif: inducers of MIN6 beta-cell proliferation, primary screen, ATP luminescence, uHTS; MIN6 cells proliferation, ATPlite luminescence, 48 h; cells starved in 0.2% serum; 100% = growth in 10% serum; proliferation, % at 10 µM; hit rate 0.29% among 330,000; AID 2380, 2010;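 active = compounds whose signal lies at least 3.5 SD above the mean of all wells on their plate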;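 note: 0% = DMSO-treated cells in low-serum medium and 100% = 10% serum control; some compounds called inactive have numbers as strong as hits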
# SENP8 block-1: SENP8 protease inhibitors, primary screen, biochemical, luminescence | Sentrin-specific protease 8 (Homo sapiens), Q96LD8 | purified SENP8, Z-RLRGG-aminoluciferin cleavage | AID 2540, 2010 | inhibition, % at 10 µM | hit rate 1.2% among 330,000; in the data active = inhibition above about 50%
# Target sequence (Q96LD8 whole entry, looked up): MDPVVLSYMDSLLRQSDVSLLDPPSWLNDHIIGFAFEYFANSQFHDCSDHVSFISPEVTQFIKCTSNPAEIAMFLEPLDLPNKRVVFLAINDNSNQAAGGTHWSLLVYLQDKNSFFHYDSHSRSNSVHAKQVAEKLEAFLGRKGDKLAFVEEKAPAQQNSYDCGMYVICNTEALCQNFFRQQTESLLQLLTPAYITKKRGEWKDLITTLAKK
# SENP6 block: SENP6 protease inhibitors, primary screen, biochemical, luminescence, uHTS; Sentrin-specific protease 6 (Homo sapiens), Q9GZR1; Recombinant SENP6 catalytic domain, aminoluciferin luminescence; inhibition, % at 10 µM; hit rate 1.8% among 330,000; AID 2599, 2010;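 active = inhibition above about 50% at the single tested dose, limit read from the data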;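 note: plate controls were DMSO wells with enzyme for no effect and DMSO wells lacking enzyme for full effect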
# Target sequence (Q9GZR1 628-1112 limits assumed): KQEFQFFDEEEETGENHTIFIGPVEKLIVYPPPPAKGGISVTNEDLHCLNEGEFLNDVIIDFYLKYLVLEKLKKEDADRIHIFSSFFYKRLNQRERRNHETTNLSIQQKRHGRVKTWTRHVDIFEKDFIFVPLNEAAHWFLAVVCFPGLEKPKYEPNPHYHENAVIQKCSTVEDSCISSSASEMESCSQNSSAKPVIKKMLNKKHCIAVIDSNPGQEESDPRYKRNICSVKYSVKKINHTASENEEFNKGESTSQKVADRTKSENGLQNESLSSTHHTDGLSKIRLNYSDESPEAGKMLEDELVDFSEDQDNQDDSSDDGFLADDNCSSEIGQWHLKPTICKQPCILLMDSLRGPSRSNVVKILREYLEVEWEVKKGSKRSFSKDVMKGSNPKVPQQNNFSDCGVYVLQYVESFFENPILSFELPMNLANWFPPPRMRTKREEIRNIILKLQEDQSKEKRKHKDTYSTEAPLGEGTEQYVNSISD
# SENP1 inh: human SENP1 catalytic domain inhibitors, primary screen, biochemical, FRET, uHTS. Sentrin-specific protease 1 (Homo sapiens), Q9P0U3. recombinant SENP1 catalytic domain, CyPet-SUMO1-YPet FRET cleavage. inhibition, % at 10 µM. hit rate 0.21% among 360,000;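 active = inhibition at least 30% at 10 µM, raw YFP signal under a set limit, fluorescence ratio 0.5 to 1.5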;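 note: 0% = enzyme with DMSO and 100% = no enzyme wells; some results filed as inactive read as strong as hits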
# Target sequence (Q9P0U3 419-644 limits assumed): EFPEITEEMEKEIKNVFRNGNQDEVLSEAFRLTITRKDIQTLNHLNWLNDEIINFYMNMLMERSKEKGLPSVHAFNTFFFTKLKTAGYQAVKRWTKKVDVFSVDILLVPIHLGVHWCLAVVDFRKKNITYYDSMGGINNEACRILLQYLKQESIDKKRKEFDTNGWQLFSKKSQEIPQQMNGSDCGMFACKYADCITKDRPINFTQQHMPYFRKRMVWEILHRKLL
#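 Test system: hSENP1 catalytic domain, recombinant; Amount: 20 pM final SENP1 enzyme; Medium: Tris pH 8 buffer plus EDTA, NaCl, BME, BSA, NP40, catalase; Schedule: 50 min enzyme reaction, room temperature, light-protected; Technique: FRET fluorescence in CFP and YFP emission channels; Controls: no-enzyme wells low, DMSO-plus-enzyme wells high control.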
# PfGluPho inh: PfG6PD enzyme inhibitors, primary screen, biochemical, fluorescence intensity, uHTS; hit rate 0.78% among 350,000; AID 504690, 2011; glucose-6-phosphate dehydrogenase-6-phosphogluconolactonase (Plasmodium falciparum 3D7); inhibition, % at 20 µM; PfGluPho enzyme, NADPH resazurin-diaphorase fluorescence;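 active = inhibition reaching at least a set limit at 20 µM in the primary screen, cut at about 59% in these data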;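 note: 0% = DMSO wells with substrate and 100% = DMSO wells lacking glucose-6-phosphate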
# SENP8 block-2: human SENP8 protease inhibitors, primary screen, biochemical, fluorescence, Nedd8 protein substrate, uHTS; Sentrin-specific protease 8 (Homo sapiens), Q96LD8; recombinant SENP8; inhibition, % at 20 µM; hit rate 0.64% among 360,000; AID 602440, 2012; in the data active = inhibition mostly above about 40%, no sharp cut-off; inactive = mostly below about 27%
# Active calls of the source: *; i = inactive; ? = inconclusive; . = no result given. This is a random part of the collection. About 4% of those tested had a hit in this group.
SMILES,HKDC1 inh,UBC13 inh,SENP7 inh,MIN6 prolif,SENP8 block-1,SENP6 block,SENP1 inh,PfGluPho inh,SENP8 block-2
Cc1nn(C)c(C(=O)NNC(=O)Nc2cccc(C(F)(F)F)c2)c1Cl,3,6,5,-1,2,-17,0,3,7
Cc1ccc(O)c(NC(=O)CSc2n[nH]c(-c3ccccc3)n2)c1,7,-5,-2,-4,3,-13,0,-5,2
CCc1nc(C)cn1S(=O)(=O)c1ccc(Br)cc1,4,1,-4,0,9,-3,1,-7,-2
Cc1ccc(-n2nnc3c(=O)n(Cc4ccccn4)cnc32)cc1C,0,-3,5,1,-8,-6,0,0,23
CCCN(CCC)CCNS(=O)(=O)c1ccc2c(c1)oc(=O)n2C,-7,-12,-7,-2,-6,12,0,-12,6
CCC(Oc1ccc2c(c1)C(=O)CC(C)(C)O2)C(=O)NCCN1CCCCCC1 (stereo not drawn),-8,32,-2,-1,5,-1,-20,2,i
CNC(=S)N/N=C/c1cn(Cc2c(F)cccc2Cl)c2ccccc12,-7,-7,2,0,7,7,1,24,12
O=C(NCCc1c[nH]c2ccccc12)c1ccc2c(c1)OCO2,-4,3,11,0,0,20,0,3,-2
O=C(COc1ccc(Cl)cc1)NCCCn1ccnc1,-1,2,4,3,4,3,-2,-15,12
Cc1[nH]nc2ncc(C(=O)c3ccccc3O)cc12,5,0,13,12*,0,3,-34,0,-103
c1ccc2c(CNn3cnnc3)cccc2c1,-3,-3,-8,1,-9,-7,2,3,17
COc1cccc(CC(=O)Nc2ccc(S(=O)(=O)N3CCOCC3)cc2)c1,-3,-6,-6,-2,-1,-13,0,-7,8
CCN(C(=O)c1c(C)cc(=O)oc1C)c1ccc2c(c1)OCO2,-2,-8,-10,5,-2,0,-3,-1,9
O=C(Nc1ccccc1)N1CCN(c2cccc(C(F)(F)F)c2)CC1,-5,7,-1,-4,8,7,1,16,3
O=CN1CCN(C(=O)c2cccc3c2-c2ccccc2C3=O)CC1,-1,-3,1,6,2,3,0,8,12
O=C(Nc1ccc(-c2cn3ccccc3n2)cc1)c1ccco1,-7,-1,59*,0,42,71*,0,8,-43
CCn1c(=O)c(C(=O)NCc2ccc(F)cc2)c(O)c2ccccc21,-2,?,-8,-5,0,1,2,-16,-10
Cc1ccc(NC(=S)NNC(=S)NCc2ccccc2)cc1,-4,-17,-10,0,-9,-6,0,13,29
COc1cc(S(=O)(=O)NC2CCSc3ccccc32)ccc1NC(C)=O (stereo not drawn),-3,-5,-10,-4,-5,0,-1,44,11
Cn1nc(C(=O)OCc2ccc(F)cc2)c2ccccc2c1=O,-7,-7,-3,-2,-8,7,3,-1,23
O=C(NCc1ccc(F)cc1)C1C2C=CC3(CN(Cc4cccnc4)C(=O)C13)O2 (stereo not drawn),2,11,-6,-2,-1,-11,2,-19,23
CCOc1cc(-c2nc(-c3ccc(C)nc3OCC)no2)cc(OCC)c1OCC,-8,11,2,6,-8,-4,-7,-1,-47
O=S(=O)(Cc1ccccc1)NCC1CCCN(Cc2ccc(F)c(F)c2)C1 (stereo not drawn),9,-1,-6,0,-3,-13,-4,-4,20
CCCC(=O)c1c[nH]c(C(=O)NCc2ccco2)c1,-4,5,3,2,-6,4,3,9,26
C=C1SC(Nc2c(C)cccc2C)=NC12CCCCC2,-5,16,5,-5,0,-17,0,20,5
CCN1CCN(C(=O)Nc2cccc3ccccc23)CC1,2,7,3,-1,-2,-1,2,-2,-293
O=c1[nH]c2ccc(S(=O)(=O)NCc3ccccn3)cc2s1,3,-2,-5,0,-9,1,0,-14,0
O=C(c1ccccc1)c1ccc(N2CCOCC2)cc1,4,.,.,.,.,.,0,-10,-54
Cc1csc(N(C(=O)c2ccc(S(=O)(=O)N(C)C)cc2)c2ccccc2)n1,-8,0,4,-2,-7,-1,-2,-6,4
O=C(NCCc1ccco1)C(=O)NCC1OCCCN1S(=O)(=O)c1ccc(F)cc1 (stereo not drawn),-5,-8,-9,-2,-3,-6,-1,-4,9
CCC(=O)Nc1ccc(NC(=O)Cc2ccccc2)cn1,2,-3,9,-3,4,2,-1,-20,22
Cc1nc(Cc2nnc(SCC(=O)N3CC(=O)Nc4ccccc43)o2)cs1,0,9,-4,-2,5,13,-7,0,-4
COc1ccc(-c2nc(NC(=O)C3CC(=O)N(Cc4ccco4)C3)sc2C)cc1 (stereo not drawn),0,-3,11,-7,11,-6,0,17,2
CCCCCOc1ccc(C(=O)NC(CCC)C(=O)O)cc1 (stereo not drawn),-2,0,3,-1,3,-9,-1,-13,20
CCOC(=O)Nc1ccc2c(c1)Cc1cc([N+](=O)[O-])ccc1-2,-2,.,.,.,.,.,-20,14,-62
Cc1cc(Nc2cccc(F)c2)nc(-c2ccccc2O)n1,16,32,-12,-4,-15,-9,1,15,-89
COc1cccc(/C=N/n2c(=S)n(C)c3cc(C)c(C)cc32)c1OC,-3,-1,7,-5,-4,-6,2,21,6
NC(=O)/C(=C/c1ccco1)C(N)=S,-2,-5,-3,-2,1,-13,-4,48,0
Cc1ccc(OCC(=O)c2cc(C)n(-c3ccccc3)c2C)c([N+](=O)[O-])n1,12,6,2,0,4,10,-3,-1,2
N#CC(C(N)=O)=C1CCC2(CC1)OCCCCO2,1,4,-7,-2,-9,3,2,4,26
Cc1cc(OC(C)C(=O)NCc2cccnc2)c2c(C)cc(=O)oc2c1 (stereo not drawn),3,9,4,-1,-1,1,-1,-12,-347
O=C(O)CCCN=C1CCCc2ccccc2N1,-4,-7,-4,-1,-5,-10,1,-3,5
COc1cccc(C(=O)Nc2nnc(S(=O)(=O)N(C)Cc3ccccc3)s2)c1,10,4,9,-6,23,22,0,88*,-214
COC(=O)c1ccc(NC(=O)CSC2=NC(=O)C(c3ccccc3)C(=O)N2)cc1 (stereo not drawn),-2,6,0,-2,7,5,2,-16,9
O=C(COc1ccc([N+](=O)[O-])cc1)Nc1cc(C(=O)O)cc(C(=O)O)c1,-3,1,-5,1,-4,-19,-1,3,16

# Sorted by value in SENP1 inh (descending): 3 of the compounds above.
canonical_smiles	SENP1 inh
Cc1cc(Nc2cccc(F)c2)nc(-c2ccccc2O)n1	1
Cc1cc(OC(C)C(=O)NCc2cccnc2)c2c(C)cc(=O)oc2c1 (stereo not drawn)	-1
CCOC(=O)Nc1ccc2c(c1)Cc1cc([N+](=O)[O-])ccc1-2	-20

# 11 of the compounds above, with values under each structure.
# Below each SMILES – HKDC1 inh | UBC13 inh | SENP7 inh | MIN6 prolif | SENP8 block-1 | SENP6 block | SENP1 inh | PfGluPho inh | SENP8 block-2
CCC(=O)Nc1ccc(NC(=O)Cc2ccccc2)cn1
  2 | -3 | 9 | -3 | 4 | 2 | -1 | -20 | 22
Cc1nc(Cc2nnc(SCC(=O)N3CC(=O)Nc4ccccc43)o2)cs1
  0 | 9 | -4 | -2 | 5 | 13 | -7 | 0 | -4
COc1ccc(-c2nc(NC(=O)C3CC(=O)N(Cc4ccco4)C3)sc2C)cc1 (stereo not drawn)
  0 | -3 | 11 | -7 | 11 | -6 | 0 | 17 | 2
CCCCCOc1ccc(C(=O)NC(CCC)C(=O)O)cc1 (stereo not drawn)
  -2 | 0 | 3 | -1 | 3 | -9 | -1 | -13 | 20
CCOC(=O)Nc1ccc2c(c1)Cc1cc([N+](=O)[O-])ccc1-2
  -2 | . | . | . | . | . | -20 | 14 | -62
Cc1cc(Nc2cccc(F)c2)nc(-c2ccccc2O)n1
  16 | 32 | -12 | -4 | -15 | -9 | 1 | 15 | -89
COc1cccc(/C=N/n2c(=S)n(C)c3cc(C)c(C)cc32)c1OC
  -3 | -1 | 7 | -5 | -4 | -6 | 2 | 21 | 6
NC(=O)/C(=C/c1ccco1)C(N)=S
  -2 | -5 | -3 | -2 | 1 | -13 | -4 | 48 | 0
Cc1ccc(OCC(=O)c2cc(C)n(-c3ccccc3)c2C)c([N+](=O)[O-])n1
  12 | 6 | 2 | 0 | 4 | 10 | -3 | -1 | 2
N#CC(C(N)=O)=C1CCC2(CC1)OCCCCO2
  1 | 4 | -7 | -2 | -9 | 3 | 2 | 4 | 26
Cc1cc(OC(C)C(=O)NCc2cccnc2)c2c(C)cc(=O)oc2c1 (stereo not drawn)
  3 | 9 | 4 | -1 | -1 | 1 | -1 | -12 | -347

# The listing continues.
SMILES,HKDC1 inh,UBC13 inh,SENP7 inh,MIN6 prolif,SENP8 block-1,SENP6 block,SENP1 inh,PfGluPho inh,SENP8 block-2
FC(F)(F)COc1ccc(-n2ccnc2)nn1,4,-1,3,-1,1,-12,-3,-13,15
CCc1ccc(CCC(=O)Nc2nnc(C)s2)o1,-4,9,4,0,-6,-20,-2,-16,15
Cc1ccc(C(=O)N2CCN(c3ccc(NC(=S)NC(=O)c4cccs4)cc3)CC2)cc1,0,12,10,-5,-3,7,-12,-6,20
NC(=O)c1nsc(C(=O)N(CC(=O)NCc2ccc(F)cc2)Cc2ccco2)c1N,-3,32,-1,-1,0,-3,-2,1,-267
O=C1Nc2ccccc2/C1=C/c1cnc(-c2ccccc2)[nH]1,0,-46,-10,-3,0,-18,-7,8,13
O=C(NCc1ccco1)C(c1ccccc1)N(C(=O)Cc1cccs1)c1cccnc1 (stereo not drawn),-4,0,2,3,2,-3,-3,6,3
O=c1c2cccnc2[nH]c(=S)n1CCCN1CCN(c2ccccc2F)CC1,-6,9,-3,-1,5,-22,-1,-4,-6
CCOC(=O)c1sc(NC(=O)CS(=O)(=O)c2ccc(C)cc2)nc1C,7,6,-2,-1,5,-4,-3,-18,10
Cc1c(Cl)c(=O)oc2cc(OCC(=O)NCc3cccs3)ccc12,-7,4,-6,-2,1,-15,-39,-18,-414
COc1ccc(N2CCN(C(=O)CCCNC(=O)Cn3cnc4sc(C)c(C)c4c3=O)CC2)cc1,2,0,-2,0,5,13,1,-4,16
CN1CCS/C1=C/C=C1/SC(=S)N(Cc2ccccc2)C1=O,1,.,.,.,.,.,39,-1,35
Cc1c(N=C2N=C(NC(=O)c3cccs3)c3ccccc32)c(=O)n(-c2ccccc2)n1C,10,-117,4,-6,8,1,5,6,60*
C=CCN(C(=O)c1csnn1)C(C(=O)NC1CCCCC1)c1ccc(C)cc1 (stereo not drawn),2,1,2,0,-3,3,2,-37,12
